Screening data: PubChem BioAssay, University of Kansas High Throughput Screening Laboratory
Pf apPOL inh: Pf-apPOL DNA polymerase inhibition. inhibition, % at 10 µM. Recombinant Pf-apPOL, molecular beacon fluorescence, 1.5 h. 210,000 compounds, 0.25% hits. AID 1794808
mHTT-CaM PPI inh: mHTT-calmodulin interaction abrogation. AID 1671202. inhibition, % at 15 µM. P42858. AlphaScreen His-mHTT/GST-CaM binding, luminescence. 190,000 compounds, 3.6% hits;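 also: 0% = both proteins with DMSO and 100% = one protein alone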
Target sequence (P42858 whole entry, looked up, stated change not applied): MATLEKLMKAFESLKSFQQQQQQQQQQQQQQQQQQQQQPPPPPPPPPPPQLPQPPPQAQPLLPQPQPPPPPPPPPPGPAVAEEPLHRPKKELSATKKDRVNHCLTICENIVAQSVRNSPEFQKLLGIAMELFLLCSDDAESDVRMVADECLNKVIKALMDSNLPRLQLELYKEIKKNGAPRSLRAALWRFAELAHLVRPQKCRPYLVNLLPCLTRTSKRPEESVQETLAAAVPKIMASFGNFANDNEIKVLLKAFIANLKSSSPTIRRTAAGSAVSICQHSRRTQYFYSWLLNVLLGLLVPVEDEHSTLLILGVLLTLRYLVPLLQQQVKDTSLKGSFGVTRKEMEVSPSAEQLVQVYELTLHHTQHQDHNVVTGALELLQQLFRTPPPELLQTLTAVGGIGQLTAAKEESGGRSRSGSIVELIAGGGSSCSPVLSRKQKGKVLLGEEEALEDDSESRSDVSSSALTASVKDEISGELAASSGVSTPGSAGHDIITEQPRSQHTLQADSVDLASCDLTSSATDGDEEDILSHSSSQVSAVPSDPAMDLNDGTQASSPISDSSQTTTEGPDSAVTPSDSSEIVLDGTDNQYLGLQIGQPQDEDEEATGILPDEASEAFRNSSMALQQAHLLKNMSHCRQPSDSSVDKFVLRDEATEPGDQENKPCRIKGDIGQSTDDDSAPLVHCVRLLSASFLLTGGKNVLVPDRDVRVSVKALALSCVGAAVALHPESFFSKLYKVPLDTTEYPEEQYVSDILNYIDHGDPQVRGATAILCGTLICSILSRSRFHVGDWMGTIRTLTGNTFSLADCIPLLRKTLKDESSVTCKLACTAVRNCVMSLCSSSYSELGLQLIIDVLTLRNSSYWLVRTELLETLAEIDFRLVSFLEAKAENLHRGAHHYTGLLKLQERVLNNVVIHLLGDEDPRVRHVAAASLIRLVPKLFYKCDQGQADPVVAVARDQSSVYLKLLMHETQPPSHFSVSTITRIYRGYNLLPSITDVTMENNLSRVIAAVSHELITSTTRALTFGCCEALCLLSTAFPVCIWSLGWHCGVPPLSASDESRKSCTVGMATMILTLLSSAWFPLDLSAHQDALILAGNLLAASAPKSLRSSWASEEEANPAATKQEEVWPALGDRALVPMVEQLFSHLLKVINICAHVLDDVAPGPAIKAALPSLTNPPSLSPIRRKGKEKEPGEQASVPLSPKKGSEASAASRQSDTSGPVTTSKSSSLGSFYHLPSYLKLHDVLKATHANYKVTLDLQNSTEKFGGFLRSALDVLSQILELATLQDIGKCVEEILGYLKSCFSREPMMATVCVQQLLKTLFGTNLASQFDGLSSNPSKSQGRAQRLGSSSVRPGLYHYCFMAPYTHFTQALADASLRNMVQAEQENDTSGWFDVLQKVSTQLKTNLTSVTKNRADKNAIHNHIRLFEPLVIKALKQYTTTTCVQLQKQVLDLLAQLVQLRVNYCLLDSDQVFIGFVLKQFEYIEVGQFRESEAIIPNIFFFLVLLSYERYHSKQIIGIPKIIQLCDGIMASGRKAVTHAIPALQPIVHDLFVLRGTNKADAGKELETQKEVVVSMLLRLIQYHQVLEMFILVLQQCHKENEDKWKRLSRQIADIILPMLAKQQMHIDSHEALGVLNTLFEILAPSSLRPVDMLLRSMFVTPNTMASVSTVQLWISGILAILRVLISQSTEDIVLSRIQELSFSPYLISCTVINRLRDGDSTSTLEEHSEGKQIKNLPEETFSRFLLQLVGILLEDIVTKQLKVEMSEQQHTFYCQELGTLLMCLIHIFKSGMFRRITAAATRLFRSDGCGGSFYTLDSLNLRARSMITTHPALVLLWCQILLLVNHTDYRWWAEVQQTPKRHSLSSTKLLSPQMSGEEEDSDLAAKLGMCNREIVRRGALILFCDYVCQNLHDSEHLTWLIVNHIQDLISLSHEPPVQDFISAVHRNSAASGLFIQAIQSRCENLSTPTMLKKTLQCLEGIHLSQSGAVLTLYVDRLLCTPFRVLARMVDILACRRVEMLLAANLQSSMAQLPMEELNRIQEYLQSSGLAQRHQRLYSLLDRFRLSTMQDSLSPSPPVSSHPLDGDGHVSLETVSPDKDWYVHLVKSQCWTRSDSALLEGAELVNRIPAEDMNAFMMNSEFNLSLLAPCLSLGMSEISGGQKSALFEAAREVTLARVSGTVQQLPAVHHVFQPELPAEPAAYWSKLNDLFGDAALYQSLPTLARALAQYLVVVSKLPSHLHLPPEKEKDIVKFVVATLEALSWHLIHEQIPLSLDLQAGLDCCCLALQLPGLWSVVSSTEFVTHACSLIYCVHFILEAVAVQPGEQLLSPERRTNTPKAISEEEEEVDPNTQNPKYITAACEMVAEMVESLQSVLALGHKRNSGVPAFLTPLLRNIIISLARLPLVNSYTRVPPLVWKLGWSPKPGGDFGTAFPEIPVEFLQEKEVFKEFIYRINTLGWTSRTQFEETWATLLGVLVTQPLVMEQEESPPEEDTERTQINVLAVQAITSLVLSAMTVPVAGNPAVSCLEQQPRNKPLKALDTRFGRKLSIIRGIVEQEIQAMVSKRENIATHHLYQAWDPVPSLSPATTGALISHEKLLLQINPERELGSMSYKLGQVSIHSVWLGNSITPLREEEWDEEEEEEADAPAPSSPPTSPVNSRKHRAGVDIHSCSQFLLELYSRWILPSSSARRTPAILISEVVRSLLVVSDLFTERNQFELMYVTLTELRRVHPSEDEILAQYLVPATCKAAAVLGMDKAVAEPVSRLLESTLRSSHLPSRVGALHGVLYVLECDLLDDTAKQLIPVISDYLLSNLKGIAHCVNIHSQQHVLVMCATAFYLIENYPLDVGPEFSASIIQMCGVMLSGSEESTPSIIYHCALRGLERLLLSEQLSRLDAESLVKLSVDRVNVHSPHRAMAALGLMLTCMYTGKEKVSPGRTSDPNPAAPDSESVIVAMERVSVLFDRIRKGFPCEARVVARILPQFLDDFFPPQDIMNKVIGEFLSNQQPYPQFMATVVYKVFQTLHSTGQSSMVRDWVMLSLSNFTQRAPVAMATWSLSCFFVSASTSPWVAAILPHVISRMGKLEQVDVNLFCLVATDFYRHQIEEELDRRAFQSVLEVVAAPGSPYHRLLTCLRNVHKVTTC
The depositor's hits bear a star; . = not tested or not shown; & = joins results of further samples. Rule as the data show it: active = inhibition above about 50%; inactive = the rest.

(1) O=C(NCC1CCN(C(=O)COc2ccccc2)CC1)c1ccc2nsnc2c1
(2) Cc1cc2[nH]c(C(=O)Nc3cc(F)c(F)cc3F)c(CN3CCOCC3)c2s1
(3) Cc1ccc(S(=O)(=O)N(CCC#N)C2CCCCC2)c2nsnc12
(4) CCOc1ccc(/C=C2\C(=O)Nc3ccc(F)cc32)cc1
(5) O=[N+]([O-])c1ncn(-c2nc(-c3ccco3)cc(C(F)(F)F)n2)n1
(6) CC(=O)C1=C(O)C(=O)N(c2nccs2)C1c1ccccc1[N+](=O)[O-] (centres undefined)

entry no.,1,2,3,4,5,6
Pf apPOL inh,-5,35,-4,0,-7,-8
mHTT-CaM PPI inh,-3,17,3,17,-2,10

(7) Cc1c(O)nc2sc3ccccc3n2c1=O
(8) Cc1nnsc1C(=O)ON=C1CCSc2ccc(F)cc21
(9) CC(C)CNC(=O)c1ccccc1NC(=O)COc1ccccc1Cl
(10) Cc1nnc2ccc(-c3noc(-c4ccccc4)n3)cn12
(11) COCCNc1nc(C)nc2c1c(C)nn2-c1ccc(C)cc1
(12) COc1ccc(CN2CCC(C(=O)NCCc3ccccc3)CC2)cc1OC

entry no.,7,8,9,10,11,12
Pf apPOL inh,-10,-1,-1,-4,7,12
mHTT-CaM PPI inh,.,.,3,-4,0,-4

(13) COc1ccc(C2/C=C\CN(CC(C)C)CC(=O)N2Cc2ccc(F)cc2)cc1 (centres undefined)
(14) COc1ccc(C2=COC3(CCCN(C(=O)C4CCCC4)C3)C2)cc1 (centres undefined)
(15) COc1ccc2c(-c3cc4cc(Br)ccc4o3)cc(=O)oc2c1
(16) COc1ccc(-n2nc(C(=O)Nc3cc([N+](=O)[O-])ccc3OC)c3ccccc3c2=O)cc1
(17) O=C(COc1ccccc1)Nc1ccccc1C(=O)N1CCCCC1
(18) Cc1cc(C)cc(OCCCn2cc(/C=C3/C(=N)N4C=CSC4=NC3=O)c3ccccc32)c1

entry no.,13,14,15,16,17,18
Pf apPOL inh,-2,-3,-9,-3,7,-8
mHTT-CaM PPI inh,40,-4,0,-8,-2,37

(19) Cc1ccc(CC(=O)Nc2cc(C)on2)c(C)c1
(20) CCOCCCNC(=O)C1CC(=O)N(CCc2ccc(C)cc2)C1 (centres undefined)
(21) COc1ccccc1CN1[C@@H](CC(=O)O)c2ccccc2S1(=O)=O
(22) CC1(C)CC(=O)C2=C(C1)N(c1cccc(O)c1)C(=O)CC2c1ccccc1 (centres undefined)
(23) C=CCSc1nc(O)cc(=O)n1-c1ccccc1
(24) Cc1ccc(-c2csc(/C(C#N)=C/Nc3ccc([N+](=O)[O-])cc3)n2)cc1

entry no.,19,20,21,22,23,24
Pf apPOL inh,-6,6,-2,0,-6,-4
mHTT-CaM PPI inh,-19,-2,-5,-2,12,-2

(25) Cc1cc(NC(=O)C(=Cc2cccs2)c2ccsc2)no1
(26) CCCC[C@H]1[C@@H]2C[C@H]([C@H]3CCCCN31)[C@H](OC(=O)Nc1ccc3c(c1)OCO3)C2
(27) O=C(NCCCN1CCN(c2ccccc2)CC1)C1(n2cccc2)CCCCC1
(28) O=C(Nc1ccc(F)cc1)c1ccc(N2CCC(NCc3ccc(Cl)cc3)C2)nc1 (centres undefined)
(29) Cc1ccc(-c2nnc(Nc3ccc4c(c3)OCO4)c3ccccc23)cc1S(=O)(=O)NCCO
(30) O=C1S/C(=C\c2ccc3c(c2)OCO3)C(=O)N1CN1CCCCC1

entry no.,25,26,27,28,29,30
Pf apPOL inh,-8,-4,-10,-7,-7,-2
mHTT-CaM PPI inh,.,-14,36,-4,38,1

(31) O=C(NCc1ccccn1)c1cc2c(s1)CCN(C(=O)c1ccc(Cl)cc1)C2
(32) CCCN(c1ccc(C(C)C)cc1)S(=O)(=O)c1ccc2c(c1)CC(C)N2C(C)=O (centres undefined)
(33) Cc1cc(C)cc(NC(=O)C2CCN(c3nccc(C)n3)CC2)c1
(34) O=C1NC(Cc2c[nH]c3ccccc23)C(=O)NC1Cc1c[nH]c2ccccc12 (centres undefined)
(35) N#C/C(=C\c1cccs1)c1nc(-c2cccs2)cs1
(36) Clc1cccc(OCCOCCN2CCOCC2)c1

entry no.,31,32,33,34,35,36
Pf apPOL inh,3,1,-4,-2,-2,-35
mHTT-CaM PPI inh,25,-3,-7,.,-16,-1

(37) COC(=O)c1ccc(C(=O)Nc2ccccc2S(C)(=O)=O)cc1
(38) O=C(COc1ccccc1)Nc1nnc(SCC(=O)N2CCCc3ccccc32)s1
(39) Cn1cc2c3c(cccc31)CN(C(=O)c1cccc(F)c1)CC2
(40) O=C(c1sccc1Cl)N1CCN(Cc2ccc3c(c2)OCO3)CC1
(41) C=C1C(O)CN([C@H](C(=O)OC)C(C)C)S1(=O)=O (some centres undefined)
(42) O=C(NC1CCN(C(=O)c2ccc(F)cc2)C1)C1CCC1 (centres undefined)

entry no.,37,38,39,40,41,42
Pf apPOL inh,8,1,-2,-9,-8,-3
mHTT-CaM PPI inh,0,-27,45,.,-1,-5

(43) CCN(CC)c1ccc(C2C(C(=O)Nc3ccc(C)cn3)=C(C)NC3=C2C(=O)CC(C)(C)C3)cc1 (centres undefined)
(44) O=C(NCc1cccc(F)c1)c1ccc(N2CCNC(c3ccccc3)C2)nc1 (centres undefined)
(45) CCOC(=O)c1c(NC(=O)c2snnc2C)c2cc([N+](=O)[O-])ccc2n1C
(46) CCCc1cc(C2CCCN2C(=O)NC2CCCCC2)no1 (centres undefined)
(47) CC(C)Oc1ccc(C(=O)N2CCCCC2CCN2CCCC2)cc1 (centres undefined)
(48) CN(CCNC(=O)c1csc(-c2ccncc2)n1)Cc1ccccc1

entry no.,43,44,45,46,47,48
Pf apPOL inh,3,-7,-11,0,-15,-2
mHTT-CaM PPI inh,34,4,.,4,-2,-3

(49) CC(C)c1c(C#N)c(N)nc(SCC(N)=O)c1C#N
(50) CCn1ccc2oc(C)c(C(=O)NCc3cccc(Br)c3)c2c1=O
(51) Cc1ccc(-n2nc3c(c2NC(=O)c2ccccc2F)CSC3)cc1
(52) CSc1ccccc1NC(=O)Cc1nn(C)c(=O)c2ccccc12
(53) O=C(c1ccccc1OCC1CCN(C(=O)C2CC2)CC1)N1CCCC1
(54) COc1cccc(OC)c1C(=O)Nc1cccc(F)c1

entry no.,49,50,51,52,53,54
Pf apPOL inh,-1,-1,-6,-3,-2,2
mHTT-CaM PPI inh,3,40,24,3,0,-3

(55) Cc1cccc[n+]1C1C(c2ccc([N+](=O)[O-])cc2)C(C#N)=C(C(C#N)C#N)NC1(O)C1CC1 (centres undefined)
(56) Cc1c(C2c3ccccc3Oc3ccccc32)c(=O)n(-c2ccccc2)n1C
(57) Cc1cccc(C(=O)N2CCN(c3ccc([N+](=O)[O-])c(NC(C)c4ccccc4)c3)CC2)c1 (centres undefined)
(58) Cc1ccc2nsnc2c1NC(=O)c1ncn[nH]1
(59) COc1ccc(NC(=O)N2CCC(c3nc(C(=O)N4CCOCC4)c(C)o3)CC2)c(C)c1
(60) C=CCSc1n[nH]c(-c2ccc([N+](=O)[O-])cc2)n1

entry no.,55,56,57,58,59,60
Pf apPOL inh,-1,-2,-8,7&2,3,-4
mHTT-CaM PPI inh,1,0,7,4&10,5,-4

(61) O=C(O)c1cccc2c1NC(c1ccccc1Br)C1CC=CC21 (centres undefined)
(62) CCN(CC)S(=O)(=O)c1ccc(C(=O)Nc2nnc(-c3ccc(Cl)s3)o2)cc1
(63) Cc1ccc(NC(=O)C2CCN(c3cncnc3N3CCOCC3)CC2)c(C)c1
(64) COc1cccc(CNC(=O)C2(C)CCCN(C(=O)c3ccco3)C2)c1 (centres undefined)
(65) COC(=O)C1=C(C)NC(C)=C(C(=O)OCC(C)C)C1c1ccccc1[N+](=O)[O-] (centres undefined)
(66) O=C1CC(NC2CCCCC2)C(=O)N1c1ccc(F)cc1 (centres undefined)

entry no.,61,62,63,64,65,66
Pf apPOL inh,5,2,-3,0,-1,0
mHTT-CaM PPI inh,48,5,3,-11,.,-8

(67) Cc1cccc(NC(=O)C2(C)Oc3cccnc3N(C)C2=O)c1C (centres undefined)
(68) CC(O)CN1C(=O)C(=O)C(=C(O)c2ccccc2)C1c1ccc(O)cc1 (centres undefined)
(69) CC(O)(CNC(=O)Nc1ccccc1C(F)(F)F)C1CC1 (centres undefined)
(70) COc1ccccc1-n1c(SCC(=O)Nc2ccc(Cl)cc2)nc(O)cc1=O
(71) COc1ccc(NC(=O)Nc2ccccc2I)cc1OC
(72) Cc1cccc(C(=O)N2CCCC(C)(C(=O)NCc3ccccc3C)C2)c1 (centres undefined)

entry no.,67,68,69,70,71,72
Pf apPOL inh,3,-3,-2,-7,-13,-4
mHTT-CaM PPI inh,-10,-4,-16,13,0,13

(73) CCS(=O)(=O)c1ccc(CC(=O)Nc2nnc(-c3ccccc3Cl)o2)cc1
(74) CSc1ccccc1NC(=O)Cc1ccc(Br)cc1
(75) Cc1ccccc1C1c2ccsc2CCN1C(=O)C1CC1 (centres undefined)
(76) CN1c2ccccc2C(=O)NC12CCN(C(=O)Nc1ccc(F)cc1)CC2
(77) COc1ccc(C=C2Oc3c(ccc(O)c3CN(C)Cc3ccccc3)C2=O)c(OC)c1OC
(78) Cc1cccc(Nc2nccc(C3CCCN(C(=O)c4cccs4)C3)n2)c1 (centres undefined)

entry no.,73,74,75,76,77,78
Pf apPOL inh,-8,4,0,-2,-4,-2
mHTT-CaM PPI inh,68*,-13,-11,3,23,35

(79) O=C(NC1CCCCCC1)C1CC(=O)N(CCc2c[nH]c3ccc(F)cc23)C1 (centres undefined)
(80) COc1ccc(C2C(C(=O)Nc3ccc(C)cc3)=C(C)Nc3ncnn32)cc1OC (centres undefined)
(81) CCn1cc(S(=O)(=O)CC(=O)Nc2ccc3c(c2)OCCO3)c2ccccc21
(82) CCc1nc(C2CCCN(C(=O)CCc3c[nH]c4ccccc34)C2)n[nH]1 (centres undefined)
(83) COc1ccc(CN2CN3Cc4ccccc4C3CS2(=O)=O)cc1 (centres undefined)
(84) O=C(c1ccc([N+](=O)[O-])s1)N(CCN1CCOCC1)c1nc2c(F)cccc2s1

entry no.,79,80,81,82,83,84
Pf apPOL inh,-4,1,-4,7,-3,-4
mHTT-CaM PPI inh,0,0,8,4,0,7

(85) Cn1c(C(=O)NCc2ccccc2F)cc2ccncc21
(86) N#CC1=C(N)OC2=C(C(=O)CCC2)C1c1ccc(F)cc1 (centres undefined)
(87) CC(=O)Nc1ccc(S(=O)(=O)N2CCN(S(=O)(=O)N(C)C)CC2)cc1
(88) CN1c2ccc(F)cc2C(=O)NC12CCN(C(=O)c1ccc(F)cc1)CC2
(89) CCc1ccccc1NC(=O)CSc1nnc(-c2ccncc2)n1-c1ccccc1
(90) COc1cc(C=NNc2ncnc3nc[nH]c23)cc(Br)c1O

entry no.,85,86,87,88,89,90
Pf apPOL inh,-3,-6,-5,-1,-6,11
mHTT-CaM PPI inh,-5,0,-9,-2,-1,30

(91) O=C(Nc1cc([N+](=O)[O-])ccc1O)c1ccc(Br)cc1
(92) CCOc1ccc(N(CC(=O)N2CCOCC2)S(=O)(=O)c2ccccc2)cc1
(93) O=C1C2CC=CCC2C(=O)N1CCc1ccccc1Cl (centres undefined)
(94) COc1ccc(CNC(=O)CC2N=C3c4ccccc4N=C(SCC#N)N3C2=O)cc1 (centres undefined)
(95) COc1ccc(N(C(C)C(=O)Nc2cccc(C(C)=O)c2)S(C)(=O)=O)cc1 (centres undefined)
(96) Oc1ccc(/C=C/c2ccc(/C=C/c3ccc(O)cc3)c(Br)c2)cc1

entry no.,91,92,93,94,95,96
Pf apPOL inh,-2,-7,-1,3,-7,7
mHTT-CaM PPI inh,3,6,-8,23,1,.

(97) CCc1nnc(NC(=O)CSc2nc(-c3cccs3)cc(C(F)(F)F)c2C#N)s1
(98) CCCCC(=O)Oc1cc(C)[nH]c(=O)c1[N+](=O)[O-]
(99) CCN1CCN(CCNC(=O)CCCN2C(=O)CCn3nc(C)cc32)CC1
(100) Cn1c(=O)c2c(nc(NCc3ccco3)n2Cc2ccc(Cl)c(Cl)c2)n(C)c1=O
(101) C=COCCn1c(Cl)nc2c1c(=O)n(C)c(=O)n2C
(102) CCC1CN(C(=O)Nc2ccc(OC)cc2)c2cc(C)ccc2O1 (centres undefined)
(103) CCOc1ccc(C(=O)Nc2cccc(NC(=O)c3cccs3)c2)cc1[N+](=O)[O-]
(104) CN1CCN(c2ccc(CNS(=O)(=O)Cc3ccc(Cl)cc3)cc2)CC1

entry no.,97,98,99,100,101,102,103,104
Pf apPOL inh,-11,2,-3,-9,-6,1,0,-14
mHTT-CaM PPI inh,0,-4,2,4,-7,10,21,.

Compound profiles, as listed above.
`CCOc1ccc(C(=O)Nc2cccc(NC(=O)c3cccs3)c2)cc1[N+](=O)[O-]` as listed: Pf apPOL inh = 0; mHTT-CaM PPI inh = 21
`CN1CCN(c2ccc(CNS(=O)(=O)Cc3ccc(Cl)cc3)cc2)CC1` as listed: Pf apPOL inh = -14; mHTT-CaM PPI inh = .
`CCC1CN(C(=O)Nc2ccc(OC)cc2)c2cc(C)ccc2O1` (centres undefined) as listed: Pf apPOL inh = 1; mHTT-CaM PPI inh = 10

An excerpt. The share of hits here may be higher or lower than overall.
